Bioassay records (PubChem)
ATG4B inh: ATG4B protease inhibitors, primary screen, biochemical, fluorescence, uHTS; Cysteine protease ATG4B (Homo sapiens), Q9Y4P1; ATG4B cleavage of LC3-PLA2, NBD-HPC fluorescence, 1 h; inhibition, % at 8.33 µM; 0.51% of 340,000 active; AID 504462, 2011; in the data active = inhibition above about 40%
APJ ag: agonists of human apelin receptor APJ, primary screen, CHO-K1 cells, PathHunter beta-arrestin, luminescence. 0.11% of 330,000 active. activation, % at 20 µM. P35414. 0% DMSO wells, 100% apelin;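 active = activation more than six SD over the plate average, tested at 20 µM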;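 also: 0% = DMSO alone and 100% = apelin-13 at 10 nM; some results filed as inactive read as strong as hits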
Target sequence (P35414 whole entry, looked up): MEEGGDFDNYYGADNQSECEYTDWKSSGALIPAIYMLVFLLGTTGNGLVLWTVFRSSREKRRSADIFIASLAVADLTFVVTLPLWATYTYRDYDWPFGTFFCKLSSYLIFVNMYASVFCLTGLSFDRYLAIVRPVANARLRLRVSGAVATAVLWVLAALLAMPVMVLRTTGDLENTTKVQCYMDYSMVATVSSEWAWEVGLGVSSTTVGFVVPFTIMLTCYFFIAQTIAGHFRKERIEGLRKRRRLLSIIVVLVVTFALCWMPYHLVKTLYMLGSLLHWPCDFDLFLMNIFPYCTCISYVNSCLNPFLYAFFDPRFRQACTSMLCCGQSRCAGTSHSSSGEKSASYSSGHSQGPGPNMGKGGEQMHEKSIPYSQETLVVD
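Test system – PathHunter CHO-K1 APJ (AGTRL-1) beta-arrestin reporter cells · Input – 1000 cells/well · Compound – single test compound dose, 20 µM final, 1% DMSO · Times – compound stimulation 90 min at 25 °C, detection 60 min · Technique – beta-gal luminescence · Read-out basis – APJ–arrestin association signal · Control set – negative DMSO alone, positive Apelin-13 at 10 nM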
CXCR6 inh: CXCR6 receptor inhibitors, primary screen, cell-based, beta-arrestin, luminescence, CHO-K1 PathHunter, 1536-well | 0.36% of 360,000 active | inhibition, % at 20 µM; in the data active = inhibition above about 34%, passing the limit was not always enough;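 also: antagonist mode with CXCL16 agonist at 10 nM final; 0% = 10 nM CXCL16 with DMSO and 100% = unstimulated wells without agonist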
APJ antagonist: antagonists of human apelin receptor APJ, primary screen, CHO-K1 cells, beta-arrestin complementation, luminescence; P35414; inhibition, % at 20 µM; 0.32% of 330,000 active;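 active = inhibition above about 40% at 20 µM, limit read from the data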;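 also: cells challenged with 10 nM apelin-13 agonist together with compound; plate controls were apelin-13 plus DMSO wells for no effect and DMSO wells lacking apelin-13 for full effect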
UBC13 inh: UBC13 polyubiquitin chain formation inhibitors, primary screen, biochemical, TR-FRET, uHTS; Ubiquitin-conjugating enzyme E2 N (Homo sapiens), P61088; inhibition, % at 20 µM; 0.47% of 330,000 active; in the data active = inhibition above about 45%, passing the limit was not always enough
Target sequence (P61088 whole entry, looked up): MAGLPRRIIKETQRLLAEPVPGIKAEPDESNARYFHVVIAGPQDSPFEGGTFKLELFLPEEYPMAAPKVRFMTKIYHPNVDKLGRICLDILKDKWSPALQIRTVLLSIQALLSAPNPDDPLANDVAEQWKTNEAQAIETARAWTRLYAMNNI
Gli-Sufu antag: Gli-Sufu pathway antagonists, primary screen, luciferase luminescence, Sufu-KO-LIGHT cells, uHTS; Sufu-KO-LIGHT fibroblasts, Gli luciferase reporter luminescence; inhibition, % at 5 µM; 0.74% of 340,000 active; AID 588413, 2011;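 active = inhibition above about 55%, limit read from the data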;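 also: 0% = DMSO-treated cells and 100% = wells with medium but no cells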
CCR6 antagonist: CCR6 receptor antagonists, primary screen, cell-based, CHO-K1, luminescence, beta-arrestin, uHTS; C-C chemokine receptor type 6 (Homo sapiens), P51684; CHO-K1 CCR6 PathHunter beta-arrestin, CCL20-stimulated; inhibition, % at 20 µM; 0.49% of 340,000 active;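 active = compounds whose inhibition of the agonist-driven luminescence signal at 20 µM reaches about 50%, limit read from the data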;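 also: cells stimulated with CCL20 at 14 nM final; plate controls were DMSO with CCL20 for no effect and DMSO without agonist for full effect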
EBI2 antag: EBI2 receptor antagonists, beta-arrestin recruitment, primary screen, cell-based, luminescence, 7a,25-OHC stimulation, uHTS. AID 651636, 2012. G-protein coupled receptor 183 (Homo sapiens), P32249. 0.81% of 360,000 active. 7a,25-OHC stimulated. inhibition, % at 5 µM; in the data active = inhibition above about 38%;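 also: enzyme fragment complementation signal reports receptor beta-arrestin coupling in cells; 0% = agonist plus DMSO wells and 100% = wells without agonist; some results beyond the cut were filed as inactive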
Target sequence (P32249 whole entry, looked up, the tested form may be a part): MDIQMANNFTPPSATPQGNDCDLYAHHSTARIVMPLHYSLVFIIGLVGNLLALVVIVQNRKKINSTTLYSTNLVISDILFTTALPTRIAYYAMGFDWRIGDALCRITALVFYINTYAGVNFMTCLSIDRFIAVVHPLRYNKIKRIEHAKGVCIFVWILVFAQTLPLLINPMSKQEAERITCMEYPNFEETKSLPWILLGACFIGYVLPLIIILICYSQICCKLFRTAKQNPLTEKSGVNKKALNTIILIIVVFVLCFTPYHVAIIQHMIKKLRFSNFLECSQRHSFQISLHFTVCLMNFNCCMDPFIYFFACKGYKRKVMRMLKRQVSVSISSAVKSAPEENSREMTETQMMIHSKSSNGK
An asterisk follows results filed as active.

`CC(c1nnc(SCC(=O)Nc2cccnc2Cl)n1-c1ccccc1)N(C)C` (centres undefined) gave ATG4B inh -5, APJ ag -1, CXCR6 inh -8, APJ antagonist 6, UBC13 inh 4, Gli-Sufu antag 8, CCR6 antagonist -6 and EBI2 antag -7.
`O=C(NCCSCc1c(F)cccc1Cl)c1ccco1` gave ATG4B inh -4, APJ ag 11, CXCR6 inh 3, APJ antagonist 13, UBC13 inh 3, Gli-Sufu antag -4, CCR6 antagonist 10 and EBI2 antag -15.
For CC(=O)NNc1ncnc2c1cnn2-c1ccc(C)c(Cl)c1 the results were ATG4B inh 5, APJ ag -2, CXCR6 inh -5, APJ antagonist 12, UBC13 inh -2, Gli-Sufu antag -9, CCR6 antagonist 4 and EBI2 antag -6.
For CNCC(O)CN1CCN(c2ccccc2OC)CC1 (centres undefined) the results were ATG4B inh 6, APJ ag -1, CXCR6 inh -8, APJ antagonist 2, UBC13 inh 3, Gli-Sufu antag 3, CCR6 antagonist 9 and EBI2 antag -6.
For CCCCNC(=O)C1(NC(=O)Nc2ccccc2)CCCCC1 the results were ATG4B inh -6, APJ ag -3, CXCR6 inh -7, APJ antagonist 21, UBC13 inh -13, Gli-Sufu antag 3, CCR6 antagonist 13 and EBI2 antag 0.
For O=c1oc2ccccc2n1Cc1cccc(Cl)c1 the results were ATG4B inh 2, APJ ag -4, CXCR6 inh 8, APJ antagonist -1, UBC13 inh -36, Gli-Sufu antag 3, CCR6 antagonist 11 and EBI2 antag 4.
Screening CCOc1ccc(N/C=C/C(=O)c2cc(OC)c(OC)c(OC)c2)cc1 returned ATG4B inh -5, APJ ag -3, CXCR6 inh 11, APJ antagonist 20, UBC13 inh -2, Gli-Sufu antag -2, CCR6 antagonist 14 and EBI2 antag 19.
For Cc1ccc(-n2nc(N)c3c(=O)oc(N(C)C)nc32)cc1 the results were ATG4B inh -3, APJ ag -2, CXCR6 inh 6, APJ antagonist -8, UBC13 inh 0, Gli-Sufu antag 10, CCR6 antagonist 0 and EBI2 antag 9.
`O=C(N/N=C/C(c1ccccc1)c1ccccc1)c1ccccc1F` gave ATG4B inh 2, APJ ag 2, CXCR6 inh -5, APJ antagonist -10, UBC13 inh 5, Gli-Sufu antag 11, CCR6 antagonist 6 and EBI2 antag -5.
For CC(=O)c1ccc(OCC(O)CN2CCN(c3ccc(F)cc3)CC2)cc1 (centres undefined) the results were ATG4B inh -5, APJ ag 0, CXCR6 inh -7, APJ antagonist -16, UBC13 inh -10, Gli-Sufu antag 27, CCR6 antagonist -1 and EBI2 antag -5.
For COc1ccc(-c2noc3c2-c2nc(-c4ccc(Br)cc4)sc2CC3)cc1 the results were ATG4B inh -5, APJ ag -4, CXCR6 inh -1, APJ antagonist 9, UBC13 inh 6, Gli-Sufu antag -7, CCR6 antagonist 2 and EBI2 antag -2.
Screening CCOc1cccc(-c2cc(C(=O)N/N=C/c3ccc(OC)c(CN4CCOCC4)c3)c3ccccc3n2)c1 returned ATG4B inh -17, APJ ag 1, CXCR6 inh 3, APJ antagonist 3, UBC13 inh 22, Gli-Sufu antag -3, CCR6 antagonist -3 and EBI2 antag 18.

Looked up one by one from the entries so far (2):
For CC(=O)NNc1ncnc2c1cnn2-c1ccc(C)c(Cl)c1 the results were ATG4B inh 5, APJ ag -2, CXCR6 inh -5, APJ antagonist 12, UBC13 inh -2, Gli-Sufu antag -9, CCR6 antagonist 4 and EBI2 antag -6.
For COc1ccc(-c2noc3c2-c2nc(-c4ccc(Br)cc4)sc2CC3)cc1 the results were ATG4B inh -5, APJ ag -4, CXCR6 inh -1, APJ antagonist 9, UBC13 inh 6, Gli-Sufu antag -7, CCR6 antagonist 2 and EBI2 antag -2.

Sorted by molar mass (smallest number first): some entries from above
`O=C(N/N=C/C(c1ccccc1)c1ccccc1)c1ccccc1F` gave ATG4B inh 2, APJ ag 2, CXCR6 inh -5, APJ antagonist -10, UBC13 inh 5, Gli-Sufu antag 11, CCR6 antagonist 6 and EBI2 antag -5.
`CC(c1nnc(SCC(=O)Nc2cccnc2Cl)n1-c1ccccc1)N(C)C` (centres undefined) gave ATG4B inh -5, APJ ag -1, CXCR6 inh -8, APJ antagonist 6, UBC13 inh 4, Gli-Sufu antag 8, CCR6 antagonist -6 and EBI2 antag -7.
Screening CCOc1cccc(-c2cc(C(=O)N/N=C/c3ccc(OC)c(CN4CCOCC4)c3)c3ccccc3n2)c1 returned ATG4B inh -17, APJ ag 1, CXCR6 inh 3, APJ antagonist 3, UBC13 inh 22, Gli-Sufu antag -3, CCR6 antagonist -3 and EBI2 antag 18.

Next results follow.
Cc1nn2c(N3CCN(c4ccccn4)CC3)cc(C(C)C)nc2c1-c1ccccc1 was read as ATG4B inh -3, CXCR6 inh 5, Gli-Sufu antag -8, CCR6 antagonist 7 and EBI2 antag 11.
For CC(C)CN1CCNC(=O)C1CC(=O)NCc1cnn(-c2cccc(F)c2)c1 (centres undefined) the results were ATG4B inh 13, APJ ag -3, CXCR6 inh -4, APJ antagonist 6, UBC13 inh 22, Gli-Sufu antag -3, CCR6 antagonist 10 and EBI2 antag -5.
`CCn1c(CNC(=O)c2ccc(OC)c(OC)c2)nnc1SCC(=O)Nc1ccc(OC)cc1` gave ATG4B inh -6, APJ ag -1, CXCR6 inh -8, APJ antagonist -1, UBC13 inh -12, Gli-Sufu antag -8, CCR6 antagonist 10 and EBI2 antag -11.
Cc1ccc(S(=O)(=O)N2CCC(C(=O)NNC(=O)c3ccccc3O)CC2)cc1C was read as ATG4B inh -8, APJ ag -9, CXCR6 inh -5, APJ antagonist -8, UBC13 inh 15, Gli-Sufu antag -6, CCR6 antagonist 0 and EBI2 antag 9.
CC(=O)Nc1nc(CC(=O)c2ccccc2)cs1 was read as ATG4B inh -4, APJ ag -5, CXCR6 inh 4, APJ antagonist 0, UBC13 inh 5, Gli-Sufu antag 13, CCR6 antagonist -10 and EBI2 antag 0.
CCCn1c(CN2CCN(C(C)=O)CC2)nc2cc(S(=O)(=O)N(C)C)ccc21 was read as ATG4B inh -5, APJ ag 1, CXCR6 inh -10, APJ antagonist -5, UBC13 inh -1, Gli-Sufu antag -23, CCR6 antagonist 4 and EBI2 antag 9.
For Cc1cccc(C)c1NC(=O)c1cn(-c2ccccc2)nc1-c1ccccc1 the results were ATG4B inh 30, APJ ag -1, CXCR6 inh -2, APJ antagonist -11, UBC13 inh 6, Gli-Sufu antag -3, CCR6 antagonist 1 and EBI2 antag -25.
For Cc1nc(-c2ccc(S(=O)(=O)Nc3cccc(Cl)c3)cc2)co1 the results were ATG4B inh -2, APJ ag -1, CXCR6 inh -2, APJ antagonist -18, UBC13 inh 6, Gli-Sufu antag -5, CCR6 antagonist 4 and EBI2 antag -6.
Screening O=C(NC1CCCC1)C(c1ccc(F)cc1)N(C(=O)c1csnn1)c1ccccc1 (centres undefined) returned ATG4B inh 3, APJ ag -1, CXCR6 inh 2, APJ antagonist 1, UBC13 inh 3, Gli-Sufu antag -13, CCR6 antagonist 25 and EBI2 antag 16.
`COc1cccc(C(=O)C(C#N)=C(SC)SC)c1` gave ATG4B inh -19, APJ ag 3, CXCR6 inh 23, APJ antagonist 12, UBC13 inh -3, Gli-Sufu antag 8, CCR6 antagonist 45 and EBI2 antag 6.
Cc1noc(C)c1NC(=O)N(C)C[C@H]1Oc2ccc(NC(=O)NC(C)C)cc2C(=O)N([C@H](C)CO)C[C@@H]1C was read as ATG4B inh 4, APJ ag 0, CXCR6 inh -4, APJ antagonist 2, UBC13 inh -1, Gli-Sufu antag -9, CCR6 antagonist 1 and EBI2 antag -21.
`O=[N+]([O-])c1ccc(/C=N/Nc2nc(N3CCCCC3)nc(N3CCCCC3)n2)cc1` gave ATG4B inh -7, APJ ag 3, CXCR6 inh 2, APJ antagonist -22, UBC13 inh -6, Gli-Sufu antag 14, CCR6 antagonist -23 and EBI2 antag 11.
For Cc1c(C(c2cccc(Br)c2)c2c(C)n(C)n(-c3ccccc3)c2=O)c(=O)n(-c2ccccc2)n1C the results were ATG4B inh -8, APJ ag -4, CXCR6 inh 10, APJ antagonist 11, UBC13 inh 12, Gli-Sufu antag 15, CCR6 antagonist 16 and EBI2 antag 4.
Screening CCCCC1(c2ccc(F)cc2)NC(=O)N(CC(=O)N2CCN(C(=O)c3ccco3)CC2)C1=O (centres undefined) returned ATG4B inh 2, APJ ag -5, CXCR6 inh -7, APJ antagonist 0, UBC13 inh 1, Gli-Sufu antag -2, CCR6 antagonist 6 and EBI2 antag -6.
CN(CC(=O)Nc1ccccc1Cl)C(=O)COC(=O)CNC(=O)c1ccc(Br)o1 was read as ATG4B inh -8, APJ ag -3, CXCR6 inh -2, APJ antagonist -4, UBC13 inh -4, Gli-Sufu antag -3, CCR6 antagonist 3 and EBI2 antag 3.
For Cc1ccc(S(=O)(=O)Oc2ccc(/C=N/N=C3/NC(=O)C(CC(=O)O)S3)cc2)cc1 (centres undefined) the results were ATG4B inh 2, APJ ag 4, CXCR6 inh 0, APJ antagonist -20, UBC13 inh -14, Gli-Sufu antag -1, CCR6 antagonist 9 and EBI2 antag -1.
For N/C(=N\OC(=O)c1ccccc1Cl)c1cccc([N+](=O)[O-])c1 the results were ATG4B inh 5, APJ ag 6, CXCR6 inh -32, APJ antagonist -34, UBC13 inh -2, Gli-Sufu antag -80, CCR6 antagonist -2 and EBI2 antag 4.
Screening O=C(c1ccccc1F)N1CCN(C2CCC(c3ccccc3)CC2)CC1 (centres undefined) returned ATG4B inh 7, APJ ag -3, CXCR6 inh 5, APJ antagonist 15, UBC13 inh -9, CCR6 antagonist 17 and EBI2 antag 1.
Screening CCOC(=O)C1CCN(C(=O)COC(=O)c2cccc(F)c2)CC1 returned ATG4B inh -12, APJ ag -1, CXCR6 inh -5, APJ antagonist 12, UBC13 inh 6, Gli-Sufu antag -6, CCR6 antagonist 15 and EBI2 antag -1.
For COc1ccc(N(C)C(=O)c2cc3c(s2)-c2ccccc2OC3)c(OC)c1 the results were ATG4B inh 1, APJ ag -3, CXCR6 inh 5, APJ antagonist 21, UBC13 inh 5, Gli-Sufu antag 5, CCR6 antagonist 23 and EBI2 antag 4.
`COc1cccc(C2CC(c3cccc(C)c3)n3ncnc3N2)c1` (centres undefined) gave ATG4B inh -7, APJ ag -4, CXCR6 inh -6, APJ antagonist 11, UBC13 inh 7, Gli-Sufu antag -6, CCR6 antagonist 8 and EBI2 antag 2.
For O=S(=O)(/C=C/c1ccccc1)Nc1cccc(S(=O)(=O)NC2=NCCC2)c1 the results were ATG4B inh -6, APJ ag -5, CXCR6 inh 5, APJ antagonist -13, UBC13 inh -5, Gli-Sufu antag 10, CCR6 antagonist 13 and EBI2 antag 0.
Screening CCOc1ccccc1N(CC(=O)NC1CCCCC1)C(=O)CCCC(=O)Nc1ccccn1 returned ATG4B inh 1, APJ ag -3, CXCR6 inh 12, APJ antagonist 1, UBC13 inh -3, Gli-Sufu antag -36, CCR6 antagonist 13 and EBI2 antag 3.
For O=C(c1ccc(F)cc1F)N1CCN(S(=O)(=O)c2ccc3c(c2)OCCO3)CC1 the results were ATG4B inh 3, APJ ag -4, CXCR6 inh 0, APJ antagonist 9, UBC13 inh 8, Gli-Sufu antag -3, CCR6 antagonist 9 and EBI2 antag -8.

Compounds as they come (roughly 3% active in at least one column).
